Assay outcomes: PubChem, Broad Institute
Statin myotox sup – suppressors of statin myotoxicity in C2C12 myotubes, primary screen, cell-based, single point, plate reader | C2C12 myotubes + simvastatin, ATP luminescence, 48 h; scaled: DMSO 0, geranylgeraniol control 100 | rescue of ATP level, % at 7.49 µM | actives 0.78% (n = 330,000);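 active = mean ATP rescue above about 67%, or every replicate alone reaching that limit, limit read from the data, passing the limit was not always enough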;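 note: myotubes were challenged with 10 µM simvastatin during compound exposure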
Cneo AK release – Cryptococcus neoformans cell lysis inducers, primary screen, AK release luminescence, single concentration; C. neoformans lysis, adenylate kinase release luminescence, 4 h; normalised: neutral wells 0, clomiphene wells 100; lysis activity, % at 15 µM; actives 0.2% (n = 360,000);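 active = mean lysis activity across replicates of at least 80%, whatever share of replicates individually reach that level; inactive = mean lysis activity below 80%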
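Material: C. neoformans cells | Amount: Yeast cell density of 5 × 10^6 cells/mL | Medium: Fresh YPD growth medium | Dosing: Single dose | Times: Static 4 h at 37 °C with compound, 1 h detection | Detection: AK luminescence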
FN deposit inh – inhibitors of fibronectin matrix deposition, primary screen, AH1F cells, Alexa488-fibronectin fluorescence, plate reader | inhibition, % at 12.6 µM | AH1F fibroblasts, overnight | actives 0.086% (n = 350,000);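 active = mean inhibition across replicates of 30% or more, regardless of how many single replicates reach that level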;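 note: positive control wells lacked labelled fibronectin entirely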
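Material: AH1F fibroblasts assembling fluorescent fibronectin matrix; amount: 10000 AH1F cells/well; medium: DMEM, 2% serum; reagent: Alexa488-fibronectin, 24 nM final in well; dosing: single compound dose, delivered by pin transfer; incubation: 1 h adhesion, overnight exposure; detection: fluorescence after three HBSS washes, excitation 485 nm, emission 525 nm; measure: fibronectin deposition inhibition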
PglD inh – C. jejuni PglD acetyltransferase inhibitors, primary screen, biochemical, DTNB colorimetric, single point; UDP-N-acetylbacillosamine N-acetyltransferase PglD (Campylobacter jejuni); purified PglD enzyme, DTNB colorimetric CoA detection; inhibition, % at 12.5 µM; actives 0.098% (n = 360,000); AID 602405, 2012; in the data active = inhibition above about 16%, passing the limit was not always enough; note: strong numbers were not always called active
PGC1a acetyl inh – inhibitors of PGC1a acetylation signal, primary screen, cell-based, U2OS, AlphaScreen, inhibitor mode; AID 651687, 2012; inhibition, % at 15.6 µM; AlphaScreen anti-acetyl-lysine; with virally co-expressed GCN5 acetyltransferase; actives 0.17% (n = 350,000);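 active = every replicate shows inhibition of at least 40%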;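 note: 0% = neutral control wells and 100% = positive control wells; some results beyond the cut were filed as inactive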
GSIS activator – GLuc luminescence reporter in INS-1E cells, primary screen for activators of glucose-dependent secretion of insulin; AID 743287, 2014; INS-1E GLuc reporter insulin secretion, 2-3 h; activation, % at 16.6 µM; actives 0.61% (n = 370,000);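 active = lowest replicate activation of at least 40%, so every replicate reaches that level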;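 note: 0% = median of neutral control wells and 100% = median of IBMX positive control wells; some compounds called inactive have numbers as strong as hits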
CFTR F508del cor – F508del CFTR correction, initial screen, CFBE line, single point. CFBE cells, YFP halide quenching; stimulated with forskolin plus potentiator P3; % fluorescence drop versus neutral controls. actives 0.36% (n = 350,000). activity (quench increase), % at 7.58 µM. AID 720511, 2013;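 active = mean added fluorescence quench of at least 8% versus neutral control, with both replicates also reaching 8%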;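 note: cells transiently co-express mutant CFTR-F508del with the halide-sensitive YFP; corrector assay measuring rescue of mutant channel to the surface after 24 h compound exposure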
miR-122 sensor – miR-122 Renilla sensor signal increase in Huh7, primary screen, miR-122 inhibitor project, cell-based, single point, plate reader; actives 0.3% (n = 340,000); activation (reporter increase), % at 12.5 µM; Huh7 miR-122 Renilla luciferase sensor, 48 h; neutral wells = 0, positive control = 100; AID 602342, 2012;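 active = mean replicate activation score at least 90 and every replicate individually at or above 90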;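 note: higher luciferase means less miR-122 activity so hits act as miR-122 inhibitors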
The depositor's hits bear a star; / = not tested or not shown; & = joins results of further samples; [ ] = another dose, or the depositor's remark.

SMILES | Statin myotox sup | Cneo AK release | FN deposit inh | PglD inh | PGC1a acetyl inh | GSIS activator | CFTR F508del cor | miR-122 sensor
O=C(c1ccc(Cl)nc1)N1CCC(Cc2ccccc2)CC1 | / | 1 | -3 | -3 | 6 | 1 | 1.7 | -11
CNC(=O)c1c(Cl)cnn1-c1ccc(F)cc1 | -8 | / | 0 | / | -12 | 4 | -0.3 | -8
COc1ccc(OCCOC(=O)C(C)NS(=O)(=O)c2ccc(NC(C)=O)cc2)cc1 (stereo not drawn) | -5 | -1 | -2 | -4 | 1 | -10 | 0.7 | -10
O=C(COC(=O)c1ccc2ncsc2c1)Nc1cc(Cl)ccc1F | 4 | -2 | -6 | 3 | 7 | 13 | 0.0 | -1
O=C1C2C(C(=O)N1Cc1cccnc1)C1C=CC2C12CC2 (stereo not drawn) | 2 | 1 | 7 | -1 | -12 | / | / | -3
COc1ccc(CN2[C@@H](CC(C)=O)c3cc(C(F)(F)F)ccc3S2(=O)=O)cc1 | / | 0 | 1 | -5 | -37 | -13 | 2.5 | 31
CC1(C)O[C@@H]2[C@H](O1)[C@@H](CO)O[C@H]2n1cc(Br)c(=O)[nH]c1=O | 15 | -1 | 5 | -3 | 5 | -6 | -0.4 | 6
COc1cc(/C=C/C(=O)OCC(=O)Nc2ccc3c(c2)OCO3)ccc1O | -9 | -1 | 10 | -5 | 9 | 2 | -1.5 | -2
O=C(COc1ccccc1)Nc1cc(C(F)(F)F)ccc1N1CCCC1 | -14 | -11 | / | 8 | -14 | / | / | 7
O=C(Nc1cccc(S(=O)(=O)N2CCCCC2)c1)C1CCC1 | 2 | -1 | -1 | -3 | / | 19 | -2.1 | /
COc1ccc(OC)c2[nH]c(=O)c(CCNC(=O)C(=O)c3c(C)[nH]c4ccccc34)cc12 | 6 | 2 | -7 | -2 | -1 | 4 | -1.1 | -2
Cc1ccc2c(c1)C(C)CC(C)(C)N2C(=O)CN1CCN(C)CC1 (stereo not drawn) | 8 | / | 8 | / | -3 | 10 | 0.1 | 4
Cc1cc(NC(=O)CSc2ccc(-c3ccc(Br)cc3)nn2)no1 | -3 | 3 | / | 0 | / | -8 | 0.7 | -4
C[C@H]1CN([C@@H](C)CO)C(=O)c2cc(C#CCC3CCCC3)cnc2O[C@H]1CN(C)C(=O)CN(C)C | 24 | -4 | 7 | 3 | 5 | -9 | -2.2 | -2[16.7 µM]
CCc1ccc(N2CN(Cc3ccco3)CNC2=S)cc1 | / | -2 | -3 | 5 | 9 | / | 1.1 | /
CC(C)NC(=O)Nc1ccc2c(c1)CC(=O)N([C@@H](C)CO)C[C@@H](C)[C@@H](CN(C)Cc1ccncc1)O2 | 3 | 57 | 1 | -1 | -3 | 0 | -1.6 | 7[16.7 µM]
NC(=O)COC(=O)c1ccc2c(c1)S(=O)(=O)c1ccccc1C2=O | -3 | -1 | 2 | 4 | / | 1 | -2.4 | /
C[C@H](NC(=O)c1nc[nH]c1C(=O)NCc1ccccc1)C(=O)OC(C)(C)C | -1 | 3 | 4 | 1 | / | -4 | 0.1 | -2
O=[N+]([O-])c1ccc(Cl)c(S(=O)(=O)Nc2cccc(-c3ccc(N4CCOCC4)nn3)c2)c1 | -5 | -12 | 4 | 1 | 9 | -10 | -3.1 | -5
O=C(C[n+]1ccc(C(=O)N/N=C/c2ccc(Cl)cc2Cl)cc1)c1ccccc1 | -12 | 1 | -12 | -3 | -2 | / | / | /
COc1ccc(OC)c(N(CC(=O)N2CCC(C)CC2)S(=O)(=O)c2ccccc2)c1 | 27 | 0 | 8 | -3 | -2 | 2 | / | 232*
COc1ccc(Cl)cc1NC(=O)CSc1nnc(C2CC2)n1N | 3 | 1 | / | -1 | -2 | -13 | -2.0 | -8
COc1cc(-c2noc(C)c2/C=C/c2cccc([N+](=O)[O-])c2)cc(OC)c1OC | -79 | -1 | -7 | -2 | -6 | 7 | 7.4 | 13
C[C@@H]1CN([C@@H](C)CO)C(=O)Cc2cc(NC(=O)c3ccncc3)ccc2O[C@@H]1CN(C)CC1CCCCC1 | 52 | 4 | / | 1 | 6 | 4 | 2.1 | 3[16.7 µM]

One compound at a time, from the list above. Screens in order: Statin myotox sup | Cneo AK release | FN deposit inh | PglD inh | PGC1a acetyl inh | GSIS activator | CFTR F508del cor | miR-122 sensor
O=[N+]([O-])c1ccc(Cl)c(S(=O)(=O)Nc2cccc(-c3ccc(N4CCOCC4)nn3)c2)c1 is entered as -5 | -12 | 4 | 1 | 9 | -10 | -3.1 | -5
COc1ccc(Cl)cc1NC(=O)CSc1nnc(C2CC2)n1N is entered as 3 | 1 | / | -1 | -2 | -13 | -2.0 | -8

More compounds follow.
SMILES | Statin myotox sup | Cneo AK release | FN deposit inh | PglD inh | PGC1a acetyl inh | GSIS activator | CFTR F508del cor | miR-122 sensor
C[C@@H]1CN([C@@H](C)CO)C(=O)c2cccc(NS(=O)(=O)c3cccs3)c2O[C@H]1CN(C)C(=O)Nc1ccc(F)cc1 | -19 | 66 | 6 | 3 | 2 | 7 | 1.6 | 0[16.7 µM]
CN(C)c1cccc(CNC(=O)c2csc([C@@H]3C[C@H](O)[C@@H](CO)O3)n2)c1 | 34 | 0 | / | 3 | / | -10 | -2.1 | 0
O=S1(=O)CCOCCCN1Cc1ccccc1F | 2 | -4 | -2 | 2 | 5 | / | 2.9 | 10
Cc1noc(C)c1NC(=O)Nc1ccc2c(c1)C(=O)N([C@H](C)CO)C[C@@H](C)[C@H](CN(C)C(=O)Nc1c(C)noc1C)OCCCC[C@@H](C)O2 | / | -1 | 2 | 10 | 5 | 14 | 2.9 | 10[16.7 µM]
C(=NNc1nnn(Cc2ccccc2)n1)c1ccccc1 | / | 0 | -7 | 0 | / | / | -0.1 | /
OC(COCc1ccccc1F)CN1CCCCC1 (stereo not drawn) | -6 | 0 | -2 | 5 | 3 | 1 | -0.7 | 3
O=C(c1cc(C2CC2)on1)N1CCN(c2ccc(F)cc2)CC1 | -9 | 0 | -2 | 1 | / | -28 | 1.6 | /
O=C(COC(=O)c1ccccc1)NCCCCc1ccccc1 | -12 | -1 | 0 | -4 | / | -4 | -3.8 | -17
Cc1ccccc1NC(=O)C(C)N1C(=O)c2ccccc2C1=O (stereo not drawn) | -11 | 0 | 8 | -2 | 0 | 1 | 0.3 | -1
CN(C)C(=O)C[C@H]1CC[C@@H]2[C@H](COc3ccc(NS(=O)(=O)c4cccc(F)c4)cc3C(=O)N2C)O1 | 5 | 4 | -7 | -2 | 7 | 1 | -2.0 | 5[16.7 µM]
CN(C)CC(=O)Nc1ccc2c(c1)[C@H]1C[C@H](CC(=O)NCc3ccc4c(c3)OCO4)O[C@H](CO)[C@H]1O2 | -1&-4 | 2&2 | -11&-29 | 0&-2 | 0&7 | -4&-14 | 1.0&3.4 | -2
CCN1C(=NCCOC)N[C@@H](c2cccc(C(F)(F)F)c2)C(C(=O)OC)=C1C | -20 | 0 | 7 | 5 | 3 | -15 | -2.8 | 4
COc1ccc(OC)c(S(=O)(=O)NC2CCCCNC2=O)c1 (stereo not drawn) | 3 | 0 | -1 | 1 | 2 | -1 | 0.0 | -10
O=C(Nc1c(-c2ccccc2)nc2c(Br)cc(Br)cn12)c1ccco1 | -7 | -1 | 0 | -1 | -17 | / | / | 20
O=C(CSc1nnc(-c2cccc(S(=O)(=O)N3CCCCC3)c2)o1)c1ccc[nH]1 | 2 | -2 | / | 1 | 40 | / | / | 8
CC(=O)N1CCN(C(=O)CNc2cc(C(F)(F)F)ccc2OCC(F)(F)F)CC1 | 3 | -1 | / | 1 | -7 | 1 | / | -1
O=C(c1ccc(N2CCCCS2(=O)=O)cc1)N1CCN(c2ccc(N3CCOCC3)nn2)CC1 | -9 | 2 | -5 | 2 | -5 | -1 | -0.1 | -2
Cc1ccccc1OC(=O)c1cccnc1 | 9 | 0 | -2 | -1 | / | 3 | -2.3 | -12
O=C(/C=C/c1ccco1)Nc1nnc(-c2ccco2)s1 | / | / | 3 | / | 4 | -9 | 7.6 | /
O=C(COC(=O)c1cc(S(=O)(=O)N2CCOCC2)ccc1F)NC1CC1 | 0 | -1 | -7 | -2 | / | 14 | -1.1 | /
O=C(c1cc2n(n1)C(C(F)(F)F)CC(c1ccc(Cl)cc1)N2)N1CCCC1 (stereo not drawn) | 2 | -4 | -8 | 6 | -1 | / | / | 0
COc1cc(/C=C/C(=O)OCC(=O)Nc2ccc(Cl)cn2)ccc1O | 0 | 4 | 8 | 5 | -3 | -9 | -2.0 | -1
O=C(COC(=O)C1CC2CCCC(C1)C2=O)NNC(=O)c1ccccc1Br (stereo not drawn) | 1 | 4 | -26 | -3 | 4 | 16 | -1.9 | -7
COc1ccc([C@H]2C=C(C(=O)O)O[C@@H](OCc3ccc(CO)cc3)C2)cc1 | 11 | 0 | -3 | 1 | 2 | -5 | -1.1 | -13
C[C@H](CO)N1C[C@H](C)[C@H](CN(C)C(=O)CN(C)C)Oc2cc(C#Cc3ccc(F)cc3)ccc2S1(=O)=O | 13 | 3 | 5 | 5 | -21 | 6 | -0.9 | 10[16.7 µM]
CCc1cc2c(SCc3nc4sc(C(C)=O)c(C)c4c(=O)[nH]3)ncnc2s1 | / | 1 | -6 | 2 | 3 | 25 | 1.0 | -6
CC(=O)Nc1ccc(NS(C)(=O)=O)cc1 | -6 | -1 | 2 | -4 | 5 | / | / | -4
C=CCSc1nc2sc3c(c2c(=O)[nH]1)CC(C)(C)OC3 | -4 | 4 | -2 | 2 | 11 | -4 | -3.8 | 5
Cc1cccc(NC(=O)CSCC(=O)N2CCN(C(=O)c3ccco3)CC2)c1 | 0 | 1 | 3 | -3 | 7 | -4 | 1.0 | -15
CC(C)c1ccc(-c2nn(-c3ccccc3)cc2C(=O)NCC2CCCO2)cc1 (stereo not drawn) | -2 | -3 | 4 | -7 | / | -1 | -0.8 | 6
CN(C)C(=O)C[C@H]1C=C[C@H](NC(=O)c2ccc(F)cc2)[C@H](CO)O1 | -2 | -1 | 4 | 1 | 0 | 2 | -1.4 | /
CC(NC(=O)c1ccco1)C(=O)Nc1nc(-c2ccccn2)cs1 (stereo not drawn) | -2 | -3 | -3 | 0 | 3 | / | / | 1
Cc1cnc(C(=O)NCCc2ccc(Cl)cc2)cn1 | 8 | 3 | / | 2 | / | 28 | -0.9 | -2
CCOC(=O)C(C(=O)OCC)[C@@H]1CS(=O)(=O)C[C@H]1C(C(=O)OCC)C(=O)OCC | -2 | -2 | / | 8 | 2 | 16 | / | -1
CC(=O)Nc1ccc(NC(=O)CSc2nnc(C)c(=O)[nH]2)cc1 | 0 | -1 | 9 | 1 | / | 2 | -1.9 | -2
O=C(NCc1ccccc1)NS(=O)(=O)c1ccccc1Cl | -1 | 1 | / | 3 | / | 5 | / | 5
O=C(NNC(=O)c1ccc(Cl)nc1)c1ccncc1 | 3 | 1 | 5 | -1 | / | -10 | -3.8 | /
